# Bioassay records deposited in PubChem BioAssay by several laboratories.
# TNAP inh no acc: human TNAP enzyme inhibitors, primary screen, biochemical, luminescent, no phosphate acceptor, uHTS; Alkaline phosphatase, tissue-nonspecific isozyme (Homo sapiens), P05186; purified TNAP, CDP-star luminescence, 30 min; inhibition, % at 20 µM; 0.26% of 200,000 active; AID 1012, 2008;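 active = tissue-nonspecific alkaline phosphatase inhibition above about 50% at 20 µM in the single-dose screen, limit read from the data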;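 also: 0% = DMSO negative control and 100% = EDTA positive control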
# Target sequence (P05186 whole entry, looked up): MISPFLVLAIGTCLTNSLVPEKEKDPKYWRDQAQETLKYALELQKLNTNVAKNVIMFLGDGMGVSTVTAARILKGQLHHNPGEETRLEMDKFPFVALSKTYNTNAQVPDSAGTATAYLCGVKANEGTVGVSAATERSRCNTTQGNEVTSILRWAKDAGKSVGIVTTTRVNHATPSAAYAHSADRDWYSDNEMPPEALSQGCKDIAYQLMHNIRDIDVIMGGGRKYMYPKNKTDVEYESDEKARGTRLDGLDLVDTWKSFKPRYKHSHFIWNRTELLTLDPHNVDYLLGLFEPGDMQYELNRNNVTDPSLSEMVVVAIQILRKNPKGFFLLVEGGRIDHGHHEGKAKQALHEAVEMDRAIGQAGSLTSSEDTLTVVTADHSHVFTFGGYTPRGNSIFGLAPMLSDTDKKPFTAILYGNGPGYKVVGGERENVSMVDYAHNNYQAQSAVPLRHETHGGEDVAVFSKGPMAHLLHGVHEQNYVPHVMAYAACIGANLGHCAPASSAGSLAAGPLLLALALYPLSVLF
# bIAP activator: bovine intestinal alkaline phosphatase activators, primary screen, biochemical, bovine IAP, CDP-star luminescence; alkaline phosphatase, intestinal [Bos taurus]; purified bovine IAP, 30 min; hits give high values; fold of DMSO-control signal, blank-subtracted; activation factor at 20 µM; 0.17% of 200,000 active; AID 1016, 2008;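 active = activation factor of 2 or more at 20 µM, a signal rise over negative controls twice the positive control's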
# TNAP act hiacc: TNAP activators at high phosphate acceptor level, primary screen, biochemical, luminescence, uHTS | activation factor at 20 µM | purified TNAP, CDP-star luminescence, 1 M DEA, 30 min; hits give high values; 0 = EDTA background, 1 = DMSO-only activity | AID 1136, 2008 | Alkaline phosphatase, tissue-nonspecific isozyme (Homo sapiens), P05186 | 200,000 tested, under 10 active;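 active = activation factor at least 2 at 20 µM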
#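 system = human TNAP | amount = enzyme diluted 1/800 final | reagent = 100 µM CDP-star substrate | signal = luminescent substrate turnover signal | dosing = one dose, 20 µM | benchmarks = EDTA negative control, DMSO positive control | measure = activation factor | timing = 30 min reaction, room temperature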
# FLuc inh counter: firefly luciferase enzyme inhibitors, primary screen, artefact control for luciferase-based inhibitor screens, biochemical, luminescence, ATPLite. 10 min. inhibition, % at 10 µM. 1.5% of 200,000 active. AID 1006, 2008;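 active = inhibition above about 50% when tested at 10 µM, limit read from the data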
# Target sequence (P08659 whole entry, looked up): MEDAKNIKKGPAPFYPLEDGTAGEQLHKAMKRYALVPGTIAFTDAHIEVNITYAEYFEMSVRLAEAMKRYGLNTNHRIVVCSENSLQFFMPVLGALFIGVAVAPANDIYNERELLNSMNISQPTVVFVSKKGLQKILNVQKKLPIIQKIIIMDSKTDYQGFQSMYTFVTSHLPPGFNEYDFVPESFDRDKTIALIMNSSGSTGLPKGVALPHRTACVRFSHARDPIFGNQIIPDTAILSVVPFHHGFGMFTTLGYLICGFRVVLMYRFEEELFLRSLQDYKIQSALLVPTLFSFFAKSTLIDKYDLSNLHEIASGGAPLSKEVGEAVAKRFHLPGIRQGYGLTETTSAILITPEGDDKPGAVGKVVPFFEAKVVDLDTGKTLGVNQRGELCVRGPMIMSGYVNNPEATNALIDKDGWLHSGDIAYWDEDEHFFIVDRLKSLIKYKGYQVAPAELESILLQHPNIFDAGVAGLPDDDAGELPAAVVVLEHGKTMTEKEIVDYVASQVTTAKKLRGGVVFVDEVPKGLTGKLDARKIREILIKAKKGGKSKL
# APP 5UTR inh: inhibitors of APP translation via 5'UTR reporter, primary screen, APP 5'UTR luciferase, SH-SY5Y cells; AID 1285, 2008; 0.82% of 190,000 active; inhibition, % at 2 µM; SH-SY5Y APP 5'UTR-luciferase reporter, luminescence;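 active = inhibition above a set limit, derived from the sample mean plus 3 SD, cut at about 45% in these data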; also: values of inactives mirror those of a sister screen read the other way
# Lmaj promast: Leishmania major promastigote growth inhibition, primary screen; Leishmania major promastigotes, resazurin fluorescence viability; inhibition, % at 10 µM; 9% of 200,000 active; AID 1063, 2008; in the data active = inhibition above about 50%;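 also: promastigotes grown with compound for 44 hours at 28 °C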
# bIAP inh: bovine intestinal alkaline phosphatase inhibitors, primary screen, selectivity assay for TNAP inhibitor project, biochemical, bovine IAP, CDP-star luminescence. inhibition, % at 20 µM. 190,000 tested, under 10 active. alkaline phosphatase, intestinal [Bos taurus]. AID 1019, 2008. purified bovine IAP, 30 min;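 active = over 50% inhibition of intestinal alkaline phosphatase at 20 µM in the single-dose screen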
#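 test system = bovine IAP enzyme | medium = DEA buffer 100 mM, pH 9.8, with MgCl2 1.0 mM, ZnCl2 0.02 mM | detection = luminescence | dosing = single compound dose of 20 µM, 2% DMSO final | incubation = 30 min reaction at room temperature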
# TNAP inh hiacc: human TNAP enzyme inhibitors, primary screen, biochemical, luminescent, high phosphate acceptor level, uHTS; inhibition, % at 20 µM; purified TNAP, CDP-star luminescence, 1 M DEA; AID 1135, 2008; 0.03% of 200,000 active;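 active = over 50% inhibition of tissue-nonspecific alkaline phosphatase at 20 µM in the single-dose screen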;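 also: plate controls were DMSO wells for no effect and EDTA-quenched wells as full inhibition for full effect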
# FLuc act counter: FLuc activators, initial screening, artefact control for FLuc-dependent activation tests, biochemical, ATPlite luminescence. activation factor at 10 µM. Luciferin 4-monooxygenase (Photinus pyralis), P08659. ATPlite luciferase biochemical, 10 min; 0 = ATP-free wells, 1 = DMSO control. 200,000 tested, under 10 active;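 active = luciferase activation factor, scaled between plate controls, of at least 2 with compound at 10 µM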
#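 Assay system: Luciferase/luciferin detection reagent, cell-free biochemical luciferase assay / Read-out: luciferase activation / Benchmarks: No-ATP low control, compound-free enzyme-plus-ATP high control / Medium: PBS buffer for ATP / Detection: luminescence measurement of luciferase light output / Schedule: 10 min at ambient temperature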
# RAM inhibit: inhibitors of the yeast RAM network, primary screen, dse1pr::URA3 reporter, 5-FOA selection. AID 868, 2007. inhibition, % at 50 µM. S. cerevisiae dse1pr::URA3 reporter, 5-FOA growth OD615, 2 d; analog-sensitive cbk1-as2 kinase mutant strain. 1.8% of 190,000 active;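 active = inhibition above a set limit, 3 SD over mean compound inhibition, cut at about 8.4% in these data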;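 also: 0% = DMSO-only wells with no growth and 100% = 10 µM 1-NA-PP1 full growth; inhibition rescues growth on 5-FOA so higher OD means more RAM inhibition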
# * = called active by the depositor; / = no result given.
# Each structure is followed by: bIAP inh	TNAP inh no acc	Lmaj promast	FLuc inh counter	TNAP act hiacc	bIAP activator	APP 5UTR inh	RAM inhibit	TNAP inh hiacc	FLuc act counter
- Cc1cc(C)nc(SCCn2c(N3CC(C)OC(C)C3)nc3c2c(=O)n(C)c(=O)n3C)n1 (stereo not given)
  1	5	-2	-5	1	1	-1	0.9	-4	1
- CCC(CO)NS(=O)(=O)c1cc(-c2nn(C)c(=O)c3ccccc23)ccc1C (stereo not given)
  -5	-6	1	-7	1	1.1	6	-0.4	-2	1.1
- Cc1ccc(N2CN(Cc3cccnc3)CNC2=S)c(C)c1
  23	-32	86*	0	1	0.8	-19	-1.0	2	1
- CC(=O)c1c(C)oc2ccc(N(C(C)=O)S(=O)(=O)c3cccc([N+](=O)[O-])c3)cc12
  4	-3	5	-5	1.1	1	0	3.9	-5	1.1
- COc1ccc(C(=O)C[n+]2ccc3c(c2)nnn3-c2ccccc2)cc1
  /	-9	27	-4	1	0.5	10	0.1	-1	1
- O=C(Cc1ccccc1)Nc1cccc(-c2nnc(-c3ccco3)o2)c1
  -2	-6	40	1	1	1	-12	0.7	1	1
- COc1ccc(OC(C)c2nnc(N)s2)cc1 (stereo not given)
  6	-12	-4	-6	1.1	0.9	-8	0.1	-5	1.1
- COc1cccc(NC(=S)N(CCc2c(C)[nH]c3ccc(C)cc23)Cc2cccs2)c1
  11	0	78*	-5	1	0.9	14	4.5	-2	1.1
- CNC(=O)CSc1nc2c([nH]c3ccccc32)c(=O)n1CCOC
  5	-13	-8	-6	1	1	4	0.0	-1	1.1
- O=C(COC(=O)/C=C/c1ccco1)Nc1ccc(F)cc1Cl
  1	-16	-5	-7	1.1	1	-9	2.1	-6	1.1
- CCN(CC(=O)Nc1cccc(OC)c1)C(=O)C1CCN(C(=O)Nc2ccccc2)CC1
  4	-6	-2	-6	1.1	1	-4	2.5	-8	1.1
- CC(=O)Nc1nc(N2C(=O)c3ccccc3C2=O)n(-c2ccccc2)n1
  -2	-3	-6	1	1	1	0	1.5	-3	1
- O=C(COc1ccc(S(=O)(=O)NC2CCCCC2)cc1)NCC1CCCO1 (stereo not given)
  9	-8	-9	-6	1	0.9	3	-0.9	0	1.1
- COCCCNc1oc(COc2ccc(Cl)cc2Cl)nc1C#N
  -3	-10	-3	-2	1	1	-20	-0.3	-1	1
- Cc1cccc(OCCNC(=O)c2cncc(Br)c2)c1
  5	-12	-4	-4	1	1	2	1.4	-4	1
- O=C(NC1CCS(=O)(=O)C1)c1c(NC(=O)C2COc3ccccc3O2)sc2c1CCCC2 (stereo not given)
  8	-8	9	-8	1	0.9	-12	3.7	-2	1.1
- Cc1ccc(Sc2c(CO)c(-c3ccccc3)nn2C)cc1
  -2	-5	3	-4	1	1	95*	-0.4	-3	1
- O=S1(=O)c2ccccc2N=NN1Cc1ccc(Cl)cc1
  20	10	17	-1	0.9	0.8	-4	0.9	6	1
- Cc1cc2ncn(C(=O)c3cc(-c4ccccc4)nc4ccccc34)c2cc1C
  1	-14	2	-2	1	1	0	2.6	-3	1
- Cc1onc(-c2ccccc2Cl)c1C(=O)Nc1ccc(-n2nncc2C(C)(C)C)cc1
  6	-10	-3	-5	1.1	0.9	-4	1.5	-6	1.1
- COc1ccccc1OC1=NS(=O)(=O)c2ccccc21
  6	-16	-4	0	1.1	0.9	10	1.6	-6	1
- Cc1ccc(C)n1NC(=O)c1ccccc1
  -2	-11	-4	-9	1	1	-7	1.9	-3	1.1
- N#Cc1ccc(-c2csc(NNC(=O)c3ccc(Br)cc3)n2)cc1
  -2	-14	41	-4	1	1	8	6.2	1	1
- O=c1cc(-c2ccc(C3CCCCC3)cc2)[nH][nH]1
  -2	-59	2	18	1	1	-7	2.9	0	0.8
- COCC1CCN(Cc2cn[nH]c2-c2ccc(OC)cc2F)C1 (stereo not given)
  -20	74*	-1	-2	1	1.2	-4	-0.6	-3	1
- Cc1cc(Cl)c(S(=O)(=O)NC2CCCC2)cc1OCC(=O)NC1CCCCC1
  8	16	8	-9	1.1	0.9	3	-0.6	-8	1.1
- Cc1nn(-c2ccccc2)c(C)c1/C=C1\C(=O)N(C)C(=S)N1C
  -13	10	3	-2	1	1.1	-19	0.1	1	1
- O=C(C1CCCN(S(=O)(=O)c2cnc[nH]2)C1)N1CCN(Cc2ccccc2)CC1 (stereo not given)
  -2	-4	-5	-6	1	1	-16	1.8	-1	1.1
- CCOC(=O)c1ccc(NC(=S)N(CCCN2CCCCCC2)Cc2ccco2)cc1
  1	-13	100*	-6	1.1	1	8	2.8	-11	1.1
- C=C(C)C1CC=C(C)/C(=N\NC(=O)CCc2ccccc2)C1 (stereo not given)
  -9	-4	-2	-3	1	1.1	4	2.6	0	1
- CCOC(=O)C1(Cc2ccc(Cl)cc2)CCN(C(=O)c2ccoc2)CC1
  8	-10	53*	-6	1.1	0.9	-19	-0.6	-10	1.1
- Cc1sc2ncnc(SCC(=O)N3CCCC3)c2c1C
  0	-9	13	-1	1	1	4	0.6	-1	1
- CC(=O)NCCOC(=O)Nc1ccncc1
  8	2	0	-4	1	0.9	-20	2.3	0	1
- O=C(O)CC(NC(=O)C12CC3CC(CC(C3)C1)C2)c1cc([N+](=O)[O-])ccc1Cl (stereo not given)
  -7	-1	1	7	1	1.1	-11	0.5	0	0.9
- O=C(NNC(=O)C1CC=CCC1C(=O)O)c1ccc(Cl)cc1 (stereo not given)
  -2	-4	-10	-3	1	1	21	1.0	-3	1
- COCCn1c(N2CCN(c3ccc(OC)cc3)CC2)nc2c1c(=O)n(C)c(=O)n2C
  -12	5	0	-3	1.1	1.1	-11	0.5	-5	1
- COc1cccc(NC(=S)NC(=O)c2c(Cl)c(C)nn2C)c1
  /	12	-6	0	1	0.4	-14	8.9*	0	1
- CC(C)CC1(C(=O)NCCc2c[nH]c3ccccc23)C=CCN1C(=O)c1ccccc1 (stereo not given)
  4	-6	4	-6	1	1	-9	0.0	-2	1.1
- Cc1onc(-c2ccccc2Cl)c1C(=O)Nc1nc2ccc(S(C)(=O)=O)cc2s1
  1	-4	5	6	1.1	1	9	3.2	-8	0.9
- C=CCNC(=O)Nc1ccc(OCC)cc1
  3	-16	2	0	1.1	1	-2	0.7	-6	1
- Oc1ccc(CN2CCCc3ccccc32)c2cccnc12
  -10	-16	27	-5	1.1	1.1	10	-0.8	-9	1.1
- O=[N+]([O-])c1cccc(NC(=S)N2CCOCC2)c1
  4	-9	-5	-4	1.1	1	-11	1.5	-5	1
- CCOC(=O)C1(Cc2cccc(OC)c2)CCN(Cc2cccc3cnccc23)CC1
  1	-6	91*	-3	1	1	9	1.8	-5	1
- CC(C)(C)NC(=O)C1N(c2cccnc2)C(=O)C2C(C(=O)Nc3ccccc3F)C3(C)C=CC21O3 (stereo not given)
  -3	-10	-6	-5	1	1	-4	2.2	-3	1
- Cc1ccc(N(NC(=O)C(O)(c2ccccc2)c2ccccc2)C(=O)CCl)cc1
  -6	-20	88*	5	0.9	1.1	15	4.2	6	0.9

# Three successive records already listed, for reference:
# Each structure is followed by: bIAP inh	TNAP inh no acc	Lmaj promast	FLuc inh counter	TNAP act hiacc	bIAP activator	APP 5UTR inh	RAM inhibit	TNAP inh hiacc	FLuc act counter
- CCOC(=O)C1(Cc2cccc(OC)c2)CCN(Cc2cccc3cnccc23)CC1
  1	-6	91*	-3	1	1	9	1.8	-5	1
- CC(C)(C)NC(=O)C1N(c2cccnc2)C(=O)C2C(C(=O)Nc3ccccc3F)C3(C)C=CC21O3 (stereo not given)
  -3	-10	-6	-5	1	1	-4	2.2	-3	1
- Cc1ccc(N(NC(=O)C(O)(c2ccccc2)c2ccccc2)C(=O)CCl)cc1
  -6	-20	88*	5	0.9	1.1	15	4.2	6	0.9

# Next section.
# Each structure is followed by: bIAP inh	TNAP inh no acc	Lmaj promast	FLuc inh counter	TNAP act hiacc	bIAP activator	APP 5UTR inh	RAM inhibit	TNAP inh hiacc	FLuc act counter
- COC(=O)N/N=C/c1cc(Cl)cc(Cl)c1OCc1ccccc1F
  -38	0	-3	-7	1.1	1.4	3	4.6	-5	1.1
- O=C(CN1CCN(c2ccccn2)CC1)N1c2ccccc2CCc2ccccc21
  21	-8	27	-2	1	0.8	-1	2.3	-4	1
- CC1(C)Cc2c(ccc3ccccc23)C2=C(C(=O)N3CCCC3)C(=O)C(=O)N21
  -10	-2	-3	-2	1	1.1	-8	-0.4	0	1
- O=C(NC1CCCc2ccccc21)c1ccc(=O)[nH]c1 (stereo not given)
  1	-3	1	-1	1	1	-5	0.5	-2	1
- Cc1ccc2[nH]c(CN3CCC(CO)(CC4CCCCO4)CC3)c(C)c2c1 (stereo not given)
  -19	-3	34	-8	1.1	1.2	-2	3.4	-7	1.1
- Cc1ccc(NC(=O)CC2SC(=NCC3CCCO3)NC2=O)cc1Cl (stereo not given)
  7	-13	-3	-4	1	0.9	-2	1.4	1	1
- NC(=O)CN1CCOCCOCCN(CC(N)=O)CCOCCOCC1
  2	1	-6	-7	1	1	1	-0.7	4	1.1
- CCc1c(C)sc(NC(=O)OC)c1C(=O)N1CCCCC1
  9	-11	-4	-10	1	0.9	-22	1.6	-3	1.1
- Cc1cccc(NC(=O)C2c3ccccc3Oc3ccccc32)n1
  -1	-6	18	-5	1	1	-1	1.7	-3	1.1
- CN1C(=O)/C(=C\c2cc(Br)cs2)c2ccccc21
  14	0	14	32	1	0.9	-68	8.8*	1	0.7
- O=C(COc1ccccc1)N/N=C/c1ccc(O[C@@H]2O[C@H](CO)[C@@H](O)[C@H](O)[C@H]2O)cc1
  -13	6	49	-6	1	1.1	4	3.1	4	1.1
- O=C(NCCc1ccccc1)c1cc2sccc2n1Cc1ccccc1
  4	-6	-5	-2	1	1	8	4.4	0	1
- CCc1ccc(OCC(=O)N/N=C/c2ccc(OS(=O)(=O)c3ccc(C)cc3)c(OC)c2)cc1
  17	-3	14	12	1	0.8	-16	4.1	1	0.9
- COC(=O)c1cc2occc2n1CC(=O)Nc1ccc(OC)c(OC)c1OC
  12	-16	-7	-3	1.1	0.9	5	2.9	-12	1
- CCn1c2ccc(Cl)cc2c2nc3ccccc3nc21
  1	1	2	-11	1	1	-6	5.5	-1	1.1
- CCOc1ccc2nc(NS(=O)(=O)Cc3ccccc3)sc2c1
  6	-14	-2	3	1	0.9	16	0.8	-3	1
